Bioassay records (PubChem BioAssay)
GLA spleen mod: alpha-galactosidase A (human) modulation | P06280 | human spleen homogenate, 4MU-alpha-Gal fluorescence, 40 min | Potency, µM (titrated, usually from 80 µM), without a hit: at the highest dose activity change, negative = inhibition, actives largely listed as inhibitors | 240,000 tested, 0.008% active;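 also: 0% = enzyme with vehicle and -100% = no enzyme basal signal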
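Human spleen homogenate (1 ug) was the enzyme source, with 4-methylumbelliferyl-alpha-D-galactopyranoside (1 mM final) in pH 5.0 citrate buffer with 0.01% Tween-20. Compounds were titrated; after 40 min at 37C, NaOH/glycine stop, 4-MU fluorescence read; AC50 from Hill fits.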
Tau ThT inhib: tau fibrillization inhibition (ThT binding). P10636. recombinant tau K18 P301L, heparin-induced fibrillization, ThT fluorescence. Potency, µM (series often up to 57.4 µM), without a hit: at the highest dose activity, negative = inhibition, usual class: inhibitors. 270,000 tested, 2.1% active; also: nearly all actives have a fitted effect of over 55% in size
Target sequence (P10636 561-689 P618L limits assumed): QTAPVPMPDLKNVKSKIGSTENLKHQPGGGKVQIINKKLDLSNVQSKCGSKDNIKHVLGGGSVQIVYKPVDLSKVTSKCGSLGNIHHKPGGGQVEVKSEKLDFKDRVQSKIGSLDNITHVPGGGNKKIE
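ThT emission at 510 nm, taken 1 hr after adding 30 uM dye, quantifies aggregates formed when 20 uM heparin acts on human tau K18 P301L for 6 hr at 37 C.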
L3MBTL1 block: L3MBTL1 (human) inhibition; 230,000 tested, 0.66% active; Potency, µM (titrated, usually from 57.1 µM), for inactives: at the highest dose activity, negative = inhibition, hits mostly inhibitors; AlphaScreen L3MBTL1–H3K9me1 peptide binding; Q9Y468; also: nearly all actives have a fitted effect of over 60% in size
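AlphaScreen assay: L3MBTL1 (50 nM final) was preincubated 30 min at room temperature with biotinylated H3(1-15)K9me1 peptide (75 nM final), then 30 min with library compounds; streptavidin donor and nickel chelate acceptor beads (10 ug/mL final) added, 30 min dark.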
TRb-SRC2 inh: inhibitors of human thyroid hormone receptor beta-SRC2 interaction; TRbeta-SRC2 peptide binding, fluorescence polarization; receptor liganded with 1 µM T3; 280,000 tested, 0.065% active; Potency, µM (highest dose often 106 µM), without a hit: at the highest dose activity change, negative = inhibition, hits mostly inhibitors;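 also: plate controls were bound peptide for no effect and peptide without receptor for full effect; nearly all actives have a fitted effect of over 50% in size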
Target sequence (P10828 whole entry, looked up): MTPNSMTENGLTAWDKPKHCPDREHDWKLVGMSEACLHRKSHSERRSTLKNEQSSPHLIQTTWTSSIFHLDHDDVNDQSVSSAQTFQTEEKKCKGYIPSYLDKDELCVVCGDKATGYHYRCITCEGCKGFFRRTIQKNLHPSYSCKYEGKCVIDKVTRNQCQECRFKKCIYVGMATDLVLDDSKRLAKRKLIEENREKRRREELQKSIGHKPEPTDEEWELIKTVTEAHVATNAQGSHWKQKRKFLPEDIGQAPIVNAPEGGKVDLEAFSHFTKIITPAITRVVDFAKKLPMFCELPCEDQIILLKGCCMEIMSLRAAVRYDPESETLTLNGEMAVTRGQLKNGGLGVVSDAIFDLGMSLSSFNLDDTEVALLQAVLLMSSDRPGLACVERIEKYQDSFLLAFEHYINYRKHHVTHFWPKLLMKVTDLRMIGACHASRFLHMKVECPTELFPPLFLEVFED
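A fluorescence polarization screen tested compounds at multiple concentrations against complex formation between 0.6 uM TRb ligand-binding domain and 20 nM Texas Red SRC2 peptide, with 1 uM T3 present; readout after 5 hr.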
Tau fluor cs: counter-screen for tau fibril formation inhibitors. tau K18 P301L Alexa594 fluorescence, heparin fibrillization. 280,000 tested, 0.93% active. Potency, µM (titrated, usually from 57.7 µM), for inactives: at the highest dose activity change, negative = decrease. AID 1463; also: nearly all actives have a fitted effect of over 55% in size
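Human tau K18 P301L (15 uM unlabeled, 0.24 uM Alexa 594-labeled) in 100 mM sodium acetate pH 7 with 20 uM heparin, 6 hr at 37 C. ThT 30 uM added, 1 hr ambient; Alexa 594 FP and total fluorescence read at 555/632 nm.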
TexasRed fluor: alters Texas Red total fluorescence, flagging assay interference; TRb/SRC2 Texas Red total fluorescence interference; Potency, µM (titrated, usually from 106 µM), for the others: top-dose fluorescence change, negative = quenching; 280,000 tested, 0.29% active; AID 1479; active = well fitted curve in either direction with a large enough effect; inconclusive = small, poorly fitted or top-dose-only effect
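Human TRβ ligand-binding domain (0.6 uM) and Texas Red SRC2 peptide (20 nM) in Tris buffer with 1 uM T3 and 5% DMSO were incubated with pinned compound for 5 hr at ambient temperature. Total fluorescence was computed as S + 2P (555/632 nm).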
ALDH1A1 inh: ALDH1A1 (human) enzyme inhibition | 220,000 tested, 7.3% active | Potency, µM (top dose mostly 75.3 µM), inactives show top-dose activity, negative = inhibition, hits mostly inhibitors | Purified ALDH1A1, NADH fluorescence, propionaldehyde substrate; active = well fitted inhibition curve with a large enough effect, not every such curve was filed as active; inconclusive = small, poorly fitted or top-dose-only effect, or another doubt; inactive = no such curve, though single readings can be large or run the other way;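 also: plate controls were no enzyme wells and a reference inhibitor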
Target sequence (P00352 whole entry, looked up): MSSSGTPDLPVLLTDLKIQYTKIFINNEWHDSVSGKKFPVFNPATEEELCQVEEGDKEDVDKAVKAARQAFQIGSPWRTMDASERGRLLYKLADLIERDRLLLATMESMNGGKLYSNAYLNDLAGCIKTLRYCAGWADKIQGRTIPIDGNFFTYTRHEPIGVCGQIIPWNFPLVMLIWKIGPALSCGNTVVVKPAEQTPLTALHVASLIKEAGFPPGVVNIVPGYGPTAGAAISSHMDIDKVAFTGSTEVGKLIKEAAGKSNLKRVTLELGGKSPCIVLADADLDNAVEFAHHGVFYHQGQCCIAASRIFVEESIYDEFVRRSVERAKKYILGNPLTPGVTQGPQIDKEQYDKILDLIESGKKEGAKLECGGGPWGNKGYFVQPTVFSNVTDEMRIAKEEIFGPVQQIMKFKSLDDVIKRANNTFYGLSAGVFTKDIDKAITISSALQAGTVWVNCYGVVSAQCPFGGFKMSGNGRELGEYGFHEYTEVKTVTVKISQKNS
Tau FP inhib: tau fibrillization inhibition (FP). P10636. K18 P301L tau heparin fibrillization, Alexa594 FP, 6 h. Potency, µM (titrated, usually from 57.7 µM), for inactives: at the top dose activity, negative = inhibition, actives largely listed as inhibitors. 280,000 tested, 0.39% active. AID 1468; also: nearly all actives have a fitted effect of over 55% in size
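Human tau K18 […] P301L fragment, 15 uM unlabeled plus 0.24 uM Alexa 594-labeled tau (final), with compound and 20 uM heparin in 100 mM sodium acetate pH 7; 6 hr at 37 C, then Alexa 594 FP read.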
* marks the source's active call; other numbers are inactive results; ? = inconclusive; nt = no result given; & = joins results of further samples; [ ] = remark or other dose. Unless noted, calls follow the shape of the dose curve; as a rule, active = well fitted curve in the direction sought with a large enough effect; inconclusive = small, poorly fitted or top-dose-only effect, or another doubt; inactive = no such curve, though single readings can be large; an effect the other way counts as inactive or inconclusive. Unless noted, % is scaled to controls: 0 for no effect and ±100 for the full control effect; potency is read from the fitted curve at half-maximal effect.

Values run as follows: GLA spleen mod | Tau ThT inhib | L3MBTL1 block | TRb-SRC2 inh | Tau fluor cs | TexasRed fluor | ALDH1A1 inh | Tau FP inhib
> COC(=O)[C@@]1(Cc2ccc(OC)cc2)[C@H]2c3cc(C(=O)N4CCCC4)n(CCn4cc([N+](=O)[O-])nc4C)c3C[C@H]2CN1C(=O)c1ccccc1
→ 3%&-1% | -12%&-10% | -1% | 0%&-3% | -8%&-4% | -1%&1% | 12%&-1% | 1%&-3%
> Cc1ccc(C)c(NC(=O)Cn2c([N+](=O)[O-])cnc2C)c1
→ 0% | -3% | 9% | 3% | -2% | -1% | 18% | -3%
> CC(=O)Nc1ccc(S(=O)(=O)NCC2CCC(C(=O)NCCN(CC(C)C)CC(C)C)CC2)cc1 (stereo not given)
→ nt | 2% | nt | -2% | -1% | -1% | nt | -7%
> O=C(c1cc(-c2ccccc2)on1)N1CCc2ccccc2C1
→ 3% | 0% | -7% | -1% | 3%[2.34 µM] | -11% | 5% | 7%
> O=C1CCCc2[nH]nc(-c3cccnc3)c21
→ -8% | 1% | nt | 0% | 2% | -3% | 6% | 2%
> COC(=O)[C@H](Cc1ccccc1)NC(=O)NCC1CCCO1 (stereo not given in full)
→ -7% | 2% | -2% | 0% | -1% | 0% | 6% | -4%
> CN(c1ccc(OCC(=O)N2CCOCC2)cc1)S(=O)(=O)c1ccc(F)cc1
→ -8% | -2% | nt | -7% | -11% | -7% | 11% | 0%
> CC/C(=N\NS(C)(=O)=O)c1ccccc1
→ 6% | -11% | nt | -1% | -3% | -1% | 5% | 2%
> COc1ccc(/C=N/NC(=O)c2cc(C)on2)c2ccccc12
→ -2% | ? | 0% | -6% | -15% | -4% | -1% | -11%
> NC(=S)N/N=C1/CCSc2ccc3ccccc3c21
→ 5% | -10% | ? | -2% | -20% | 2% | ? | -3%
> CC(/C=C1\SC(=S)N(CC(=O)O)C1=O)=C\c1ccccc1
→ -10% | 7.9µM* | 0% | 14%&-5% | -23% | -4%&-5% | nt | -8%
> Cc1nc(N/C(N)=N/S(=O)(=O)c2ccc([N+](=O)[O-])cc2)nc2ccccc12
→ -10% | ? | 7% | -5% | -22% | -1% | ? | 10%
> COC(=O)c1ccc(CSc2nc3sc(C(=O)O)c(C)c3c(=O)[nH]2)cc1
→ 6% | ? | 1% | 10% | -13% | -1% | ? | 4%
> CCOC(=O)C1=C(C)NC(=O)NC1c1ccc(OCC(=O)Nc2ccccc2)c(OC)c1 (stereo not given)
→ -7% | 1% | -9% | -22% | -2% | 2% | -11% | -3%
> CCC/C(=N/NC(=O)c1csc(C)c1C)c1ccc(Cl)s1
→ -3% | -10% | nt | -3% | -16% | -6% | -14% | -1%
> COC(=O)c1ccc(Cn2nc(C(F)(F)F)cc2C)cc1
→ -2% | -14% | 7% | -6% | -8% | -6% | 7% | 4%
> Cc1ccc(N(CC(=O)N2CCN(c3cccc(C)c3C)CC2)S(=O)(=O)c2c(C)nn(C)c2C)cc1
→ nt | ? | nt | 0% | -19% | -3% | nt | 4%
> C#CCNC(=O)C1=C[C@@H](c2cn(C(C)=O)c3ccccc23)C[C@@H](OCc2ccc(CO)cc2)O1
→ 9% | -11% | -3% | 1% | -4% | -1% | -6% | 7%
> O=S(=O)(c1cccc2nsnc12)N1CCCC1
→ 8% | -8% | -12% | -1% | -8% | -4% | ? | -7%
> Cn1c(=O)c2c(ncn2Cc2nnc(N)s2)n(C)c1=O
→ -3% | 10% | -18% | -1% | 6% | 0% | ? | -1%
> Cn1c(=O)oc2cc(S(=O)(=O)N3CCCC(C(=O)NC4CCCc5ccccc54)C3)ccc21 (stereo not given)
→ -1% | -5% | nt | -5% | -20% | -9% | 3% | 5%
> Cc1ccccc1OC(=O)CCC(=O)OCCCC(F)(F)C(F)(F)F
→ 7% | 1% | nt | 4% | -13% | 1% | 2% | 0%
> CN(C)S(=O)(=O)c1cccc(NC(=O)NCCCl)c1
→ 0% | -1% | 9% | -3% | -7% | -2% | nt | -2%
> Cc1c(C(=O)Nc2ccc(Cl)cc2)c2ccccn2c1CCc1ccncc1
→ -3% | ? | -8% | -2% | ? | -4% | ? | -3%
> Cc1cc(OC(C)C(=O)N2CCN(CCc3ccccn3)CC2)ccc1Cl (stereo not given)
→ nt | 2% | nt | 11% | -5% | 3% | nt | -2%
> COc1ccc(S(=O)(=O)N2CCOCC2)cc1NS(=O)(=O)/C=C/c1ccccc1
→ 3% | 2% | nt | -11% | -7% | 0% | ? | 0%
> O=S(=O)(c1ccc(Cl)cc1)N1CCn2c1nc1ccccc12
→ 9% | 0% | 56%[activator] | -7% | -10% | -6% | 11% | -15%
> CNS(=O)(=O)c1cccc(C(=O)OCC(=O)N(Cc2ccccc2)C(C)(C)C)c1
→ 8% | -2% | 5% | -1% | -10% | -2% | 4% | 3%
> Cc1nc2ccc(NC(=O)c3ccc(S(=O)(=O)N(C)c4ccccc4)cc3)cc2s1
→ -3% | ? | -8% | -7%[53 µM] | ? | -1%[53 µM] | ? | -12%
> Cc1ccc(Cn2c(CCNC(=O)C(C)C)nc3ccccc32)cc1
→ nt | 1% | nt | 0% | -8% | 0% | nt | -1%

3 successive records already listed, for reference:
Values run as follows: GLA spleen mod | Tau ThT inhib | L3MBTL1 block | TRb-SRC2 inh | Tau fluor cs | TexasRed fluor | ALDH1A1 inh | Tau FP inhib
> COC(=O)[C@@]1(Cc2ccc(OC)cc2)[C@H]2c3cc(C(=O)N4CCCC4)n(CCn4cc([N+](=O)[O-])nc4C)c3C[C@H]2CN1C(=O)c1ccccc1
→ 3%&-1% | -12%&-10% | -1% | 0%&-3% | -8%&-4% | -1%&1% | 12%&-1% | 1%&-3%
> Cc1ccc(C)c(NC(=O)Cn2c([N+](=O)[O-])cnc2C)c1
→ 0% | -3% | 9% | 3% | -2% | -1% | 18% | -3%
> CC(=O)Nc1ccc(S(=O)(=O)NCC2CCC(C(=O)NCCN(CC(C)C)CC(C)C)CC2)cc1 (stereo not given)
→ nt | 2% | nt | -2% | -1% | -1% | nt | -7%

Later entries:
Values run as follows: GLA spleen mod | Tau ThT inhib | L3MBTL1 block | TRb-SRC2 inh | Tau fluor cs | TexasRed fluor | ALDH1A1 inh | Tau FP inhib
> CC12CN(S(=O)(=O)c3ccccc3)CC(C)(CN(S(=O)(=O)c3ccccc3)C1)C2
→ -3% | -6% | nt | -4% | 6% | -5% | 4% | 5%
> COC(=O)c1ccccc1NC(=O)Nc1nnc(N2CCCCC2C)s1 (stereo not given)
→ 1% | -3% | 6% | 4% | -4% | -1% | ? | 5%
> Cc1ccc(/C(O)=C2/C(=O)C(=O)N(CCN3CCOCC3)C2c2ccccn2)cc1 (stereo not given)
→ -14% | ? | -13% | 2% | -10% | 3% | ? | -7%
> O=C(Cn1ncn2c(cc3ccccc32)c1=O)NCCC1=CCCCC1
→ -9% | -9% | nt | -3% | -8% | 0% | ? | 7%
> COc1ccc(C(=O)N/C(N)=N/c2nc3ccccc3o2)cc1
→ 6% | ? | -3% | 4% | -9% | -5% | -7% | -2%
> O=c1c(Cc2c(F)cccc2Cl)c(O)ccn1CCCN1CCOCC1
→ 4% | 0% | -6% | -5% | -3% | -5% | 1% | -1%
> O=C(O)c1ccc(-n2cccc2/C=N\NC(=O)c2cc3cc(Br)ccc3o2)cc1
→ 7% | nt | nt | 4% | -4% | -6% | nt | -2%
> CNc1ccc([N+](=O)[O-])cc1
→ -19% | nt | 1% | -2% | nt | 1% | ? | nt
> COc1ccc(OC)c(CCNC(=O)c2ccc3c(c2)N(Cc2ccc(C)cc2)CCS3)c1
→ nt | -12% | nt | -4% | ? | 0% | nt | 9%
> Cc1cccc(OCc2nnc(SCC(=O)Nc3cccc(C(=O)N4CCOCC4)c3)n2C)c1
→ -4% | 1% | -4% | 7% | -2% | 1% | 0% | -2%
> COc1ccc(Cl)cc1NC(=O)C(C)N(C)Cc1cccc(Cl)c1Cl (stereo not given)
→ 8% | -3% | 14% | -8% | -20% | -1% | -4% | ?
> CC(C)(C)NC(=S)NNC(=O)c1ccccc1Cl
→ 0% | -1% | -1% | 16% | -1% | -1% | ? | 16%
> CCOc1ccc(S(=O)(=O)N2Cc3ccccc3CC2C(=O)NCCCn2ccnc2)cc1 (stereo not given)
→ -1% | -6% | -2% | 2% | -2% | -3% | 0% | -4%
> CC(C)CCSc1nnc2n(-c3ccccc3)c(=O)c3c4c(sc3n12)CC(C)CC4 (stereo not given)
→ nt | -5% | nt | 1% | -5% | 2% | nt | -4%
> COc1ccc(C)cc1NC(=O)Cn1c(=O)c(C(F)(F)F)nc2ccccc21
→ nt | 16% | nt | 13% | -4% | 0% | nt | -7%
> CCCOc1ccccc1NC(=O)/C=C/C(N)=O
→ -9% | ? | nt | 1% | -12% | -5% | ? | -3%
> Cc1cccc(Cn2c(=O)n(CC3CCC(C(=O)NC(C)C)CC3)c(=O)c3sccc32)c1 (stereo not given)
→ nt | 7% | nt | 5% | 8% | -6% | nt | 4%
> O=C(COc1ccc(S(=O)(=O)NCCc2ccccc2)cc1)N1CCCC1
→ -1% | -3% | nt | 5% | -6% | 3% | -2% | -12%
> COC(=O)c1cc2nc(-c3ccccc3)cc(C)n2n1
→ 0% | -11% | 6% | 2% | -5% | -1% | ? | -2%
> CC1CCCN(C2=C(Cl)C(=O)N(c3cccc(Cl)c3)C2=O)C1 (stereo not given)
→ -24% | 14µM* | 74%[activator] | -1% | ? | 0% | ? | 18µM*
> CCN1CCN(c2oc(/C=C/c3ccccc3)nc2C#N)CC1
→ ? | nt | nt | -1% | -6% | -3% | nt | 7%
> Cc1ccc(C(=O)NC(C)CCc2ccccc2)cc1[N+](=O)[O-] (stereo not given)
→ 5% | -5% | -2% | 4% | -15% | -2% | ? | -4%
> O=c1c2ccccc2nnn1CSc1nnc2ccccn12
→ -11% | -10% | nt | 2% | -6% | -1% | -1% | -4%
> O=S(=O)(c1ccc2c(c1)N(Cc1ccc(Cl)cc1)C1CCCN21)N1CCOCC1 (stereo not given)
→ -3% | 7% | 1% | 5% | -23% | 0% | 4% | ?
> Cc1nn(CC(=O)Nc2nnc(CC(=O)N3CCCC3)s2)c(=O)c2ccccc12
→ 8% | -3% | -1% | -21% | 5% | 0% | 2% | 0%
> COc1cc(-c2nnc(SCC(=O)Oc3ccccc3Cl)o2)cc(OC)c1OC
→ nt | -2% | nt | -3% | -5% | 1% | nt | -9%
